SMN2 splice up: SMN2 splice variant enhancement. Potency, µM (series often up to 46.1 µM), inactives show at the highest dose activity change, positive = activation, hits mostly activators. 210,000 tested, 2.8% active. HEK293 SMN2-luciferase splicing reporter, luminescence, 30-36 h; further: % of control where 0% means no effect; nearly all actives have a fitted effect of over 55% in size
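HEK293 cells carry an SMN2 […]–luciferase reporter in which exon 7 inclusion puts luciferase in frame. Cells were plated 10-12 h before compound addition, then incubated 30-36 h at 37C. ONE-Glo luminescence was read; sodium butyrate at 4.5 mM final served as control.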
Tau fibril ThT: inhibitors of human tau fibril formation, thioflavin T binding; P10636; recombinant tau K18 P301L, heparin-induced fibrillization, ThT fluorescence; Potency, µM (highest dose often 57.4 µM), for inactives: top-dose activity, negative = inhibition, hits mostly inhibitors; 270,000 tested, 2.1% active; further: on the % scale 0 is the no-effect control and ±100 the full control effect; nearly all actives have a fitted effect of over 55% in size
Target sequence (P10636 561-689 P618L limits assumed): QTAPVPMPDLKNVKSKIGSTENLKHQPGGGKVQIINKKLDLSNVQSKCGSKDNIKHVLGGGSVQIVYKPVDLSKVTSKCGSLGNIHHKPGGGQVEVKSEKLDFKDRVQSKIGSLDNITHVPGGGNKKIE
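Fibril formation assay: tau K18 P301L at 15 uM with trace Alexa 594 label, heparin inducer 20 uM, pH 7 sodium acetate buffer, 37 C for 6 hr; endpoint ThT signal.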
ALDH1A1 inh: ALDH1A1 (human) enzyme inhibition; P00352; Purified ALDH1A1, NADH fluorescence, propionaldehyde substrate; Potency, µM (series often up to 75.3 µM), for the others: at the top dose activity, negative = inhibition, most hits filed as inhibitors; 220,000 tested, 7.3% active; AID 1030; active means well fitted inhibition curve with a large enough effect, not every such curve was filed as active; inconclusive means small, poorly fitted or top-dose-only effect, or another doubt; inactive means no such curve, though single readings can be large or run the other way;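 further: plate controls were no enzyme wells and a reference inhibitor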
Target sequence (P00352 whole entry, looked up): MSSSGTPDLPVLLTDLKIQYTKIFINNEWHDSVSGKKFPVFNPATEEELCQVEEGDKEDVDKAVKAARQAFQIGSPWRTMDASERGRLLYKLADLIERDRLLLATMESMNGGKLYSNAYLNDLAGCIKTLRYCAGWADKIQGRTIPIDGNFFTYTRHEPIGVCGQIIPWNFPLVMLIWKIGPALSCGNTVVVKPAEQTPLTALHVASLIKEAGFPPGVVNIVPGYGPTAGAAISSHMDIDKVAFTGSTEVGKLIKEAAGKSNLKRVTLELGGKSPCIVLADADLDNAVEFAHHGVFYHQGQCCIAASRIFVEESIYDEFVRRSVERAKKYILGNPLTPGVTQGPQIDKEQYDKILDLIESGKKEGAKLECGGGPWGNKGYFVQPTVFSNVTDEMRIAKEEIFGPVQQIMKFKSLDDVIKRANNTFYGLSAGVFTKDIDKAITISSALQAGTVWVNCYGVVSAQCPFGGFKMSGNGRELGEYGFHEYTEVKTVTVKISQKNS
KDM4E inh: inhibitors of human JMJD2E histone demethylase. B2RXH2. JMJD2E catalytic domain, FDH-coupled NADH fluorescence (FDH is formaldehyde dehydrogenase). Potency, µM (series often up to 57.1 µM), for inactives: at the top dose activity change, negative = inhibition, actives largely listed as inhibitors. 230,000 tested, 1.6% active. AID 2147; active means well fitted inhibition curve with a large enough effect, not every such curve was filed as active; inconclusive means small, poorly fitted or top-dose-only effect, or another doubt; inactive means no such curve, though single readings can be large or run the other way;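 further: 0% = wells with enzyme and -100% = buffer wells without enzyme; nearly all actives have a fitted effect of over 50% in size; many of its hits are not listed in these tables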
Target sequence (B2RXH2 1-337 limits assumed): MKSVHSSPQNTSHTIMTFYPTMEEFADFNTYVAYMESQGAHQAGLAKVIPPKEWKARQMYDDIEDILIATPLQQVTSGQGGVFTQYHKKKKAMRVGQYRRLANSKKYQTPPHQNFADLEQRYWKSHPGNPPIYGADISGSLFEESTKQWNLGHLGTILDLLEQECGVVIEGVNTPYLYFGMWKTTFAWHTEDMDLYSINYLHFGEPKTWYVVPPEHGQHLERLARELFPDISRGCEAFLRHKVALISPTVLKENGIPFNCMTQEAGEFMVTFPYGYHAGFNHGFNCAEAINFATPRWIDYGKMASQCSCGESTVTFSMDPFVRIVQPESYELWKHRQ
HTT ATP protect: cytoprotection in Huntington HTT-Q103 PC12 cell model; PC12 HTT-Q103 induced, cytoprotection, ATP luminescence, 40 h; Potency, µM (highest dose often 56.4 µM), without a hit: cytoprotection (ATP increase), hits mostly activators; 230,000 tested, 0.14% active; AID 1471;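 further: % of control where 0% means no effect; nearly all actives have a fitted effect of over 45% in size; toxic huntingtin expression switched on by the ecdysone agonist tebufenozide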
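Cells were plated at 1500 per well in phenol red-free DMEM with 5% equine and 5% calf serum. Tebufenozide (100 nM final) and compounds were added, then ATPlite reagent, and luminescence was read.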
Tau fluor cs: counter-screen for tau fibril formation inhibitors | tau K18 P301L Alexa594 fluorescence, heparin fibrillization | Potency, µM (doses to about 57.7 µM), without a hit: at the highest dose activity change, negative = decrease | 280,000 tested, 0.93% active | AID 1463; further: on the % scale 0 is the no-effect control and ±100 the full control effect; nearly all actives have a fitted effect of over 55% in size
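Human K18 P301L tau (15 uM unlabeled plus 0.24 uM Alexa 594-labeled, final) in 100 mM sodium acetate pH 7 was mixed with compound and 20 uM heparin and incubated 6 hr at 37 C.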
HTT aggregate: mutant huntingtin aggregation inhibition. Potency, µM (doses to about 46.1 µM), inactives show top-dose activity change, negative = inhibition, hits mostly inhibitors. AID 1688. 220,000 tested, 1.1% active. PC12 HttQ103-GFP aggregates, Acumen cytometry, 40 h; further: on the % scale 0 is the no-effect control and ±100 the full control effect; nearly all actives have a fitted effect of over 60% in size
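Huntingtin Q103 exon 1–GFP aggregates in induced PC12 cells (100 nM tebufenozide) were quantified by cytometry from lysates, with compounds dosed in titration.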
Tau fibril FP: tau fibrillization inhibition (FP). P10636. K18 P301L tau heparin fibrillization, Alexa594 FP, 6 h. Potency, µM (top dose mostly 57.7 µM), inactives show at the top dose activity, negative = inhibition, hits mostly inhibitors. 280,000 tested, 0.39% active. AID 1468; further: on the % scale 0 is the no-effect control and ±100 the full control effect; nearly all actives have a fitted effect of over 55% in size
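Heparin (20 uM) drove fibril formation of recombinant tau K18 P301L, 15 uM unlabeled with 0.24 uM Alexa 594 label, for 6 hr at 37 C in 100 mM sodium acetate pH 7. Fluorescence polarization (555/632 nm) read 1 hr after 30 uM ThT.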
An asterisk follows results filed as active; u = inconclusive; x = not tested or not shown; [ ] = dose if it differs, or a comment. Unless noted, the call rests on the fitted dose curve; in most records, active means well fitted curve in the direction sought with a large enough effect; inconclusive means small, poorly fitted or top-dose-only effect, or another doubt; inactive means no such curve, though single readings can be large; an effect the other way counts as inactive or inconclusive. Potency means the concentration at half of the fitted maximal effect.

SMILES | SMN2 splice up | Tau fibril ThT | ALDH1A1 inh | KDM4E inh | HTT ATP protect | Tau fluor cs | HTT aggregate | Tau fibril FP
CCC(=O)N1CCc2cc(S(=O)(=O)N3CCN(c4ccccc4F)CC3)ccc21 | -4% | -2% | x | x | x | -10% | x | -4%
COCCCn1c(SCC(=O)N2CCCCC2C)nnc1-c1ccco1 (stereo not given) | 5% | -1% | u | 5% | -44%[inhibitor] | -2% | 22% | -5%
O=c1c2c(nc3n1CCCCC3)-c1ccccc1CC21CCCCC1 | -6% | -6% | 10% | 10% | 12%[10 µM] | -7% | 3% | -6%
Cc1cc(C)c(NC(=O)Cn2c(=O)oc3cc(S(=O)(=O)N4CCCCCC4)ccc32)c(C)c1 | -52%[inhibitor] | 10% | x | x | x | -6% | x | u
O=C(COc1ccc(Cl)cc1)NNC(=O)C(=O)N1CCCCC1 | -16% | 6% | 0% | -3% | 4% | 8% | 17% | 2%
CCOc1ccc(C2C(C(=O)c3cccs3)=C(O)C(=O)N2Cc2cccnc2)cc1 (stereo not given) | -12% | -8% | -5% | -22% | -22% | -5% | -5% | 0%
Cc1cc(N2CCN(c3ccc([N+](=O)[O-])c4cccnc34)CC2)c2ccccc2n1 | -66%[inhibitor] | u | 5% | u | 5%[10 µM] | -8% | 4% | -5%
CC(=O)Nc1c(O)nc(SCC(=O)Nc2ccc(C(C)=O)cc2)[nH]c1=O | u | u | 11µM* | 4% | -27% | -6% | 15% | 2%
Cc1ccc(OCC(=O)Nc2cc(C)on2)c([N+](=O)[O-])n1 | 26% | 0% | 6% | 8% | -11% | 6% | 16%[9.22 µM] | 1%
CCN(CC)S(=O)(=O)c1ccc(N2CCOCC2)c(NC(=O)c2cccc(C#N)c2)c1 | 8% | -3% | -3% | -4% | -29% | -4% | -7% | 6%
Cc1c(-c2ccccc2)n[nH]c1C(=O)N=Nc1c(O)[nH]c2ccccc12 | 20µM* | u | 13% | -2% | -81%[inhibitor] | -14% | 8% | -9%
CN1CCN(CC(=O)O)CC1 | -4% | -6% | 3% | 2% | -5%[10 µM] | -8% | 9% | -3%
CCN(CC)S(=O)(=O)c1ccc(OC)c(NC(=O)c2cc(=O)[nH]c3ccccc23)c1 | -10% | -1% | u | 4% | -2%[10 µM] | -6% | -14% | -4%
O=C(COc1ccccc1)Nc1cccc2nsnc12 | -14% | -12% | u | u | 2% | -5% | -18% | 0%
O=C(N/N=C/c1ccc(-c2ccc([N+](=O)[O-])cc2)o1)c1cccnc1 | x | u | -7% | -19% | 7%[10 µM] | -14% | -6%[9.22 µM] | -3%
COc1cc(OC)c2ccc(=O)oc2c1C(CC(=O)N1CCOCC1)c1ccc(N(C)C)cc1 (stereo not given) | x | -7% | x | u | 4%[10 µM] | -10% | -20%[9.22 µM] | 5%
COc1ccc(C)cc1NC(=O)CSc1nnc(-c2cc3cccc(OC)c3o2)n1N | -19% | u | u | u | 25%[0.074 µM] | -8% | 21% | -1%
CC(=O)Nc1ccc(-n2cc(-c3ccccc3)[nH]c2=S)cc1 | 16% | -17% | -2% | -8% | 15%[10 µM] | -13% | 6% | 0%
COCCNc1nc(-c2ccc(N(C)C)cc2)nc2ccccc12 | -5% | u | u | u | -101%[inhibitor] | u | x | 5%
O=C(NC1CCCCC1)C1CCCN(S(=O)(=O)c2ccc(Br)s2)C1 (stereo not given) | -35%[inhibitor] | -7% | 3% | 0% | 1% | -16% | -15% | 14%
COC(=O)C1(O)CC(C(C)C)=NN1C(=O)c1ccc(Cl)cc1 (stereo not given) | 5% | -3% | -7% | 9% | -3% | 5% | 2% | 4%
CC(=O)Nc1cccc(C(=O)OCC(=O)c2ccccc2Cl)c1 | 22% | -10% | -3% | 6% | 30%[10 µM] | -16% | 28% | u
NC(=O)CSc1nnc(Cn2c(=O)sc3ccccc32)n1-c1ccccc1 | 4% | -3% | -6% | -4% | -12% | 1% | -32% | 5%
COc1ccc(C(=O)OCC(=O)N2CCCCC2)cc1[N+](=O)[O-] | 11% | -6% | u | 2% | -4% | -3% | -15% | -3%
CCN(CC)c1ccc(-c2nc3cnccc3n2C)cc1 | u | u | u | u | -114%[inhibitor][0.074 µM] | -5% | 8% | 6%
CCOC(=O)C1(Cc2cccc(F)c2)CCN(Cc2cnn(CC)c2)CC1 | x | -1% | 4% | 8% | -54%[inhibitor] | -4% | -1% | -12%
CCSc1ccc(C(=O)Nc2cccc(C)n2)cc1[N+](=O)[O-] | 20% | u | -4% | 6% | 7%[10 µM] | -8% | -9% | 7%
COc1ccc(CCNC(=O)COC(=O)c2cc(OC)c(OC)cc2OC)cc1OC | -7% | -2% | 4% | 12% | -45%[inhibitor] | 4% | -9% | 2%
COc1ccc(S(=O)(=O)N2CCc3ccccc32)cc1C(=O)OCc1nnc(-c2ccccc2)o1 | -6% | -9% | u | 3% | -20% | -27% | -1% | -15%
COC(=O)c1c(NC(=O)c2ccccc2)sc(C(N)=O)c1C | x | -10% | u | u | -5%[10 µM] | -7% | 4%[9.22 µM] | -1%
COC(=O)c1cc(Nc2cc(C)c3c(O)cccc3n2)cc(C(=O)OC)c1 | x | x | x | -23% | -14%[10 µM] | u | 7%[9.22 µM] | u
O=C(O)/C=C/C(=O)NCCc1ccccc1 | -3% | -7% | -16% | 16% | 2% | -12% | -9% | -9%
O=C(N/N=C/c1ccccn1)c1cc(C2CC2)[nH]n1 | u | -12% | 7% | u | -67%[inhibitor] | -1% | -18% | -1%
CN(CCC#N)C(=O)COC(=O)c1ccc(Cl)c(S(N)(=O)=O)c1 | u | -12% | 3% | 3% | 15%[10 µM] | -7% | 4% | -8%
C=CC[C@@H]1C=C[C@@H](O/N=C(/C)CCC(=O)OC[C@@H]2O[C@H](C#Cc3ccccc3)C=C[C@@H]2Oc2ccc(C)cc2)[C@@H](CO)O1 | x | -15%[11.5 µM] | 10%[13.5 µM] | x | 2%[10 µM] | -8%[11.6 µM] | x | -5%[11.6 µM]
COc1ccc(OCC(=O)N2CCN(C(=O)c3cccc(OC)c3OC)CC2)cc1 | -3% | -7% | x | x | x | -11% | x | -6%
O=C(CN1CCN(Cc2ccccc2Cl)C1=O)N1CCCCCC1 | -4% | -9% | 5% | 7% | -9% | -5% | -4%[9.22 µM] | -1%
O=C(CCC1N=C2c3ccccc3N=C(SCc3cccc(Cl)c3)N2C1=O)NCc1ccco1 (stereo not given) | -15% | u | u | u | -15% | -13% | -23% | 1%
O=C(CCCC(=O)N(c1ccc2c(c1)OCCO2)C(C(=O)NC1CCCCC1)c1ccc(Cl)cc1)Nc1ccccn1 (stereo not given) | 8% | -8% | 11% | 7% | -4%[10 µM] | -3% | -4% | -13%
CN(CCN1CCc2ccccc2C1)Cc1nc(-c2ccc3c(c2)OCO3)no1 | x | -13% | -10% | -1% | 6%[10 µM] | -10% | 8%[9.22 µM] | 5%
CCCCOc1ccc(NC(=O)c2cc(F)c(F)cc2Cl)cc1 | -10% | -13% | 8% | -10% | u | -7% | u | -2%
COc1ccc(CC(NC(C)=O)C(=O)NC2CCN(C(=O)c3ccc([N+](=O)[O-])cc3)CC2)cc1OC (stereo not given) | x | -1% | x | 5% | 12%[10 µM] | -3% | -16%[9.22 µM] | 0%
CC(C)CN(C#N)c1nc(N2CCOCC2)nc(N2CCOCC2)n1 | 14% | -12% | 7.9µM* | 2% | -78%[inhibitor] | -14% | u | -4%
Cc1cc(-c2nnco2)c(C)n1-c1ccccc1 | u | 5% | 2% | 6% | -35% | -2% | -9% | 7%
C(=N\n1cnc2ccccc21)/c1cccnc1 | -41%[inhibitor] | 7% | 1% | 0% | 4% | -6% | -23% | -9%
COC(=O)CN1C(=S)N(c2ccc(OC)cc2)C(=O)/C1=C/c1ccc(OC)cc1 | -28% | 5% | 4% | -4% | -2%[10 µM] | 2% | -5%[9.22 µM] | -7%
CCc1cc2c(c(CC)n1)CCC(=O)N2Cc1ccc(-c2ccccc2-c2nn[nH]n2)cc1 | x | -8% | 6% | 3% | -11% | -9% | x | -13%
Cc1cc(C)cc(N(C(=O)CCC(=O)Nc2ccccn2)C(C(=O)NC(C)C)c2ccc(O)cc2)c1 (stereo not given) | -10% | -11% | 8% | 4% | -17% | -10% | -4% | -3%
CN(C)c1ccc(NC(=O)CSc2nc3ccccc3c(=O)n2C2CCCCC2)cc1 | -21% | u | 7.1µM* | 2% | -7% | u | -1% | 11%
CC1C/C(=N/O)C(C)CN1 (stereo not given) | -22% | -3% | u | 2% | -7% | -6% | -6%[9.22 µM] | -6%
Cc1cccc2cc(C#N)c(NCCNS(=O)(=O)c3ccc4c(c3)OCCO4)nc12 | x | -5% | u | u | -10% | -29% | 12% | -3%
O=C(OCC(=O)N1CCC(Cc2ccccc2)CC1)c1ccccc1 | -6% | -11% | -3% | 10% | -16% | -6% | 6% | 6%
Cc1cc(C)c(C)c(Cn2c(CO)nc3ccccc32)c1C | 8% | -7% | 5% | 5% | -2%[10 µM] | 1% | 11% | 4%
O=c1c2c(nc3nc(COc4ccccc4)[nH]n13)CCC2 | -6% | -6% | 3% | -1% | -4%[0.074 µM] | 7% | 9% | -1%
CC(Sc1nnc(NC2CCCCC2)s1)C(=O)Nc1ccc2c(c1)C(=O)c1ccccc1C2=O (stereo not given) | 10µM* | u | 25µM* | -8% | -18%[10 µM] | 16µM*[quencher] | -24% | 14%
CCN(CCO)C(=O)CC1C(=O)NCCN1Cc1c(F)cccc1Cl (stereo not given) | x | -1% | -1% | -7% | -1% | 0% | -10% | 4%

(next part)
SMILES | SMN2 splice up | Tau fibril ThT | ALDH1A1 inh | KDM4E inh | HTT ATP protect | Tau fluor cs | HTT aggregate | Tau fibril FP
O=C(COc1ccc(-n2cnnn2)cc1)NC1CCCCC1 | 1% | 4% | -3% | 9% | -10%[0.074 µM] | 6% | -15%[9.22 µM] | 7%
COc1cc(/C=C(\C#N)c2nnc(N3CCOCC3)n2-c2ccccc2)ccc1O | x | -14% | u | 0% | -13%[10 µM] | -4% | 22% | 5%
CCN(CC)S(=O)(=O)c1ccc(C(=O)NC(=S)N(CCC#N)Cc2cccnc2)cc1 | 7% | 3% | u | -6% | -8% | 7% | -3% | -3%
Cc1ccnc(N2CCC(C(=O)Nc3ccc4c(c3)OCCO4)CC2)n1 | x | -10% | -13% | u | -3%[10 µM] | 0% | 6%[9.22 µM] | 14%

These rows are one share of the data, so the mix of outcomes need not match the whole.
